Compound activity (PubChem)
12-LOX inh: ALOX12 (human) lipoxygenase inhibition; Potency, µM (highest dose often 108 µM), inactives show top-dose activity change, negative = inhibition, usual class: inhibitors; P18054; purified 12hLO, xylenol orange hydroperoxide absorbance; actives 1.1% (n = 580,000); also: potency is read from the fitted curve at half-maximal effect; % is scaled to controls: 0 for no effect and ±100 for the full control effect
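Purified human 12hLO at 150 nM in 25 mM Hepes, 0.01% Triton X-100, pH 7.0, preincubated 15 min at room temperature with compound. Reaction started with 40 uM arachidonic acid, 30 min at room temperature. Hydroperoxide measured by Fe-xylenol orange, 573/405 nm absorbance ratio.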
ERG Ets-DNA blk: ERG Ets/DNA interaction inhibition; fluorescence polarization, His-ERG Ets domain / labelled DNA; P11308; AID 624246; actives 0.028% (n = 370,000); Potency, µM (highest dose often 76.9 µM), for inactives: at the top dose FP activity, negative = inhibition, most hits filed as inhibitors; active = well fitted inhibition curve with a large enough effect in the polarisation, with a control signal flat; inconclusive = small, poorly fitted or top-dose-only effect, or effect the other way, or a change in a side signal; inactive = no such curve, though single readings can be large or run the other way; the % refers to the polarisation;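 also: polarization taken with two DNA probes labelled with fluorescein and Texas red; potency is read from the fitted curve at half-maximal effect; % of control where 0% means no effect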
Target sequence (P11308 whole entry, looked up, the tested form may be a part): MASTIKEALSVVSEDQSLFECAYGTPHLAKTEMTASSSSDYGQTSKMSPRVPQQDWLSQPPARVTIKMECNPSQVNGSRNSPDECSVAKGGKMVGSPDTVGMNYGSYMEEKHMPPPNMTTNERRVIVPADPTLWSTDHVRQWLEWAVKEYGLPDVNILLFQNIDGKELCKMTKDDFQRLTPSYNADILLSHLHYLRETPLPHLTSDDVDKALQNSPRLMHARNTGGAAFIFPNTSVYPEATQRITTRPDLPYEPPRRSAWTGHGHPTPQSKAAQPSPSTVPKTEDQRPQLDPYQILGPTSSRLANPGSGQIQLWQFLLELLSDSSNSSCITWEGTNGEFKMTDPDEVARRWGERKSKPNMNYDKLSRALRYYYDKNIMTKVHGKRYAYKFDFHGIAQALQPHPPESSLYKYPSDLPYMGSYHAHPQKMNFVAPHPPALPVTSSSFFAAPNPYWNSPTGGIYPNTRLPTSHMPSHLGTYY
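His-tagged ERG Ets domain (1 uM in the protein solution; 300mM KCl, 50mM Tris-HCl, 1mM EDTA, 1mM DTT, pH 7.5) received compound, then a probe mix of 5 nM fluorescein-DNA and 100nM Texas-615-DNA. Fluorescence polarization was read for both dyes.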
Pol iota inh: inhibitors of human DNA polymerase iota; Pol iota fluorescent replication assay, 10 min; Potency, µM (top dose mostly 115 µM), for the others: top-dose activity, negative = inhibition, usual class: inhibitors; actives 1% (n = 390,000); Q9UNA4; also: potency is read from the fitted curve at half-maximal effect
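Fluorescent replication assay read twice, at 0 min and 10 min after adding 50 nM (final) substrate. Enzyme (10 nM) and compounds were first incubated 15 min at room temperature; enzyme-free buffer wells were negative controls.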
BLM helicase inh: Bloom syndrome helicase (human) inhibition; P54132; recombinant BLM DNA unwinding, fluorescence dequenching; Potency, µM (highest dose often 56.1 µM), without a hit: at the top dose activity change, negative = inhibition, actives largely listed as inhibitors; actives 0.2% (n = 350,000); AID 2528;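 also: potency is read from the fitted curve at half-maximal effect; plate controls were vehicle for no effect and no enzyme for full effect; nearly all actives have a fitted effect of over 35% in size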
POLK inh: blocks human DNA polymerase kappa activity; Q9UBT6; purified Pol kappa, fluorescent DNA synthesis assay, 10 min; Potency, µM (highest dose often 107 µM), inactives show at the highest dose activity, negative = inhibition, hits mostly inhibitors; actives 0.53% (n = 400,000); also: potency is read from the fitted curve at half-maximal effect; % is scaled to controls: 0 for no effect and ±100 for the full control effect
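Activity was followed as the change in fluorescence between reads at 0 and 10 min after starting the reaction with 50 nM substrate. Beforehand, 10 nM polymerase had been preincubated with compound for 15 min at room temperature.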
Apoferritin bind: binds horse apoferritin like a general anesthetic; apoferritin/1-aminoanthracene competitive binding, fluorescence; actives 0.074% (n = 350,000); Potency, µM (doses to about 77.5 µM), for the others: at the highest dose activity change, negative = displacement, actives largely listed as inhibitors; also: potency is read from the fitted curve at half-maximal effect; % is scaled to controls: 0 for no effect and ±100 for the full control effect; nearly all actives have a fitted effect of over 20% in size
Target sequence (P02791 2-175 limits assumed): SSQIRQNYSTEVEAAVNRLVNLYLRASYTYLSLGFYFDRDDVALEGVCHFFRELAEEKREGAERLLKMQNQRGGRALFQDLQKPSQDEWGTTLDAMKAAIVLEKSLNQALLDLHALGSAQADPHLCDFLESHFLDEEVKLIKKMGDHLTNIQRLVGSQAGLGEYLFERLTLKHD
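Read-out: endpoint 1-AMA fluorescence, excitation 380 nm and emission 535 nm, after compounds sit 10 min at room temperature with 10 uM horse-spleen apoferritin in 50% saturated 1-AMA/PBS. Values come from four-parameter Hill fits.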
TRHR ag: agonists of human TRH receptor; P34981; TRHR cells, calcium flux fluo-8, FDSS agonist mode; activation, % at 2 µM; actives 0.18% (n = 360,000); in the data active = activation above about 30%; also: 0% is about no effect
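Steps: seed TRHR cells overnight; add fluo-8 no-wash Ca dye, RT 30 min–1.5 h; record 10 s baseline; pin-transfer compounds; monitor fluorescence 1 cycle/s for the agonist window. Calcium increases flag candidate agonists.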
POLB inh: inhibitors of human DNA polymerase beta; P06746; Pol beta primer extension/strand displacement, fluorescence kinetic; Potency, µM (top dose mostly 114 µM), without a hit: at the top dose activity change, negative = inhibition, actives largely listed as inhibitors; actives 1.3% (n = 340,000); AID 485314; also: potency is read from the fitted curve at half-maximal effect; % is scaled to controls: 0 for no effect and ±100 for the full control effect
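Preincubation: enzyme (10 nM) with compound, 15 min, RT. Reaction: substrate added to 50 nM final. Reads: 0 and 10 min. Analysis: normalized, Hill fit.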
APEX1 inh: inhibitors of human APE1 endonuclease; actives 0.35% (n = 350,000); AID 2517; recombinant APE1, TAMRA/BHQ-2 abasic DNA cleavage fluorescence; Potency, µM (top dose mostly 65.8 µM), inactives show at the top dose activity change, negative = inhibition, most hits filed as inhibitors; P27695;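 also: potency is read from the fitted curve at half-maximal effect; plate controls were vehicle for no effect and reference inhibitor for full effect; nearly all actives have a fitted effect of over 55% in size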
Target sequence (P27695 whole entry, looked up): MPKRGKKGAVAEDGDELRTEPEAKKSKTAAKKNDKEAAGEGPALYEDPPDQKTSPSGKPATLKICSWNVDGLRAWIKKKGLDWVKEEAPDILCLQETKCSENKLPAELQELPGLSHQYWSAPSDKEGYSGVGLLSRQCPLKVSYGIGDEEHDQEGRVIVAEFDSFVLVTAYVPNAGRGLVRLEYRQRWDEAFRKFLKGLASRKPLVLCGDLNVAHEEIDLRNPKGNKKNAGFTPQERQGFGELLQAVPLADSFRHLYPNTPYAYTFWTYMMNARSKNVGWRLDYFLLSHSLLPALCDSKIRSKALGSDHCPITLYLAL
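Quantitative HTS: incision of a TAMRA/BHQ-2 double-stranded substrate bearing a tetrahydrofuran abasic site by 0.75 nM APE1 raises fluorescence. Substrate 50 nM final, added after 15 min compound preincubation at room temperature; progress as third-minus-first kinetic read difference.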
The depositor's hits bear a star; i = inactive; ? = inconclusive; / = not tested or not shown; & = joins results of further samples; [ ] = dose if it differs, or a comment. Unless noted, calls follow the shape of the dose curve; as a rule, active = well fitted curve in the direction sought with a large enough effect; inconclusive = small, poorly fitted or top-dose-only effect, or another doubt; inactive = no such curve, though single readings can be large; an effect the other way counts as inactive or inconclusive. These rows are one share of the data, so the mix of outcomes need not match the whole.

SMILES | 12-LOX inh | ERG Ets-DNA blk | Pol iota inh | BLM helicase inh | POLK inh | Apoferritin bind | TRHR ag | POLB inh | APEX1 inh
COCCN1C(=O)NC(=O)/C(=C\c2ccc(Br)cc2)C1=O | -14.2% | -6.4% | -13.5% | -2.7% | 1.8% | 3.5% | 0.5 | -17.3% | -3.7%
CC1CCC2[C@@H](C)C(=O)OC3O[C@]4(C)CCC1C32OO4 (stereo partly specified) | i | -2.4% | -9.3%[58.9 µM] | / | -1.0% | / | / | / | /
O=C(c1ccccc1)N1CCN(CCc2ccccc2)CC1 | 22.7%&4.6% | 8.3% | -14.9% | -10.6% | -9.7% | -9.0% | -1.4 | 1.6% | 55.6%[activator]
CN(C)P(=NC(=S)c1cccn1C)(N(C)C)N(C)C | 39.8µM* | -10.9% | 6.6% | -0.7% | -16.5% | -8.7% | -0.2 | -14.1% | 4.4%
O=C1NC(=S)NC(=O)C1C/C=C/c1ccccc1 | 3.98µM* | / | ? | 1.6% | -1.3% | -9.0% | 0.7 | ? | 2.8%
CN1CCC2(CC1)CC(NC=O)c1ccccc1O2 (stereo unspecified) | -2.5% | 9.0% | 50.9%[activator] | 1.8% | -5.8% | -2.9% | 0.3 | 5.5% | -1.3%
OC(c1ccc(F)cc1)(c1ccc(F)cc1)[C@@H]1CCCN1 | 23.7% | 2.6% | 12.8% | -2.2% | -3.0% | -16.2% | 0.1 | 0.6% | -3.2%
CC1(C)CC(N(CCc2ccccc2)Cc2ccccc2)CCO1 (stereo unspecified) | 3.6% | -10.4% | 44.1%[activator] | 8.2% | -9.2% | -7.1% | -0.6 | -0.4% | 3.6%
CC(=O)c1ccc2c(c1)OCO2 | ? | -6.0% | -22.9% | 1.2% | -6.8% | 11.3% | 0.3 | 2.4% | 6.1%
COc1ccc2c(C)c(CC(=O)N3C[C@H]4C[C@@H](C3)c3cccc(=O)n3C4)c(=O)oc2c1C | -19.5% | -4.9% | 5.7% | 5.5% | -7.4% | -6.7% | -0.3 | -0.3% | 59.8%[activator]
CCc1ccccc1N1C(=O)CC(=O)NC1=O | -16.9% | 20.4% | 150.5%[activator] | -5.1% | -0.6% | -7.7% | 0.3 | 3.8% | 4.5%
CCOC(=O)c1cnc(N2CC2)nc1N | 11.4% | -8.1% | 31.8%[activator] | / | -5.2% | / | / | / | /
COc1ccc(-c2ccc3n2Cc2cnnn2-c2ccccc2-3)cc1 | -7.8% | 5.6% | 29.4% | / | 6.9% | / | / | / | /
CCc1cc2c(N3CCN(C)CC3)ncnc2s1 | 5.1% | 1.7% | -16.1% | -9.8% | -5.7% | 10.0% | 0.7 | 18.5% | -1.2%
CCC1(C2=NCCN2)Cc2ccccc2O1 (stereo unspecified) | -21.7% | 5.1% | -3.3% | 1.5%&3.5% | 8.6%[60.1 µM] | -1.1% | -0.7 | -7.8%[57.1 µM] | 10.7%&-1.6%&0.1%&1.8%
c1ccc(NC2=NCCS2)cc1 | 6.6% | -8.6% | 7.5% | -1.0% | -15.6% | 1.8% | -0.4 | ? | 2.3%
C/C(=C\C(=O)c1ccc(Br)cc1)NCc1ccccc1 | 4.6% | -3.3% | -3.4% | -5.5% | -19.6% | ? | 0.5 | 7.4% | 2.6%
COc1cc(CN2C(=O)NC(=O)C3(Cc4cc(C)ccc4N(C)C3)C2=O)cc(OC)c1 (stereo unspecified) | -8.2% | -17.6% | ? | -0.5% | 0.0% | 2.4% | -0.1 | 1.2% | -2.1%
COc1cccc(CCNCc2c(F)cccc2F)c1 | -25.7% | -7.3% | 90.8%[activator] | -0.8% | -8.4% | -12.7% | -0.5 | -0.1% | ?
COc1ccc(-n2c(O)c(/C=C3\C=Nc4ccc(Br)cc43)c(=O)[nH]c2=O)cc1 | ? | 5.4% | 7.94µM* | -0.1% | -5.2% | -2.5% | 1.2 | -12.9% | 9.9%
CCN(CC)CCC(=O)O[C@H]1CC[C@]2(C)C3CC[C@@]4(C)C(CC[C@]4(C)O)C3CC[C@H]2C1 (stereo partly specified) | 1.3% | 3.1% | 8.8% | / | -5.1% | / | / | / | 32.5%
CCCN1CC[C@@H]2c3cc(O)ccc3CC[C@@H]21 | -21.6% | 10.2% | 30.1%[activator] | 2.8% | 6.9%[60.1 µM] | 3.0% | -0.2 | -0.3%[57.1 µM] | 16.3%&0.0%&3.3%
Cn1c(CN2CCN(C(=O)COc3ccccc3)CC2)nc2cc([N+](=O)[O-])ccc21 | -2.6% | 4.6% | 35.9%[activator] | 2.1% | -5.5%[60.1 µM] | 5.9% | -0.7 | 0.9% | 1.6%
CSc1ccccc1C(=O)C1CCCN(Cc2ccncc2)C1 (stereo unspecified) | 22.6% | -13.4% | 12.8% | 1.7% | 4.5% | -9.9% | -1.1 | 36.5% | 9.6%
CCOP(=O)(Cc1ccccc1)OCC | 15.2% | -6.1% | -3.0% | / | -0.4% | / | -0.2 | / | 40.5%
COc1cc2[nH]c(=S)n(-c3ccccc3)c(=O)c2cc1OC | 1.0% | 7.6% | 25.8% | 0.8% | -5.5%[60.1 µM] | -0.7% | 0.3 | -13.9% | 4.0%
CCOc1ccc(NC(=S)NC2CC3CCC(C2)N3Cc2ccco2)cc1 (stereo unspecified) | 380.3%[activator] | 1.5% | 34.9%[activator] | 0.8% | -1.6% | -12.2% | -0.1 | -23.4% | 1.1%
COC(=O)C1=C(c2ccc(F)cc2F)C[C@@H]2CC[C@H]1N2C(=O)NC1CCCCC1 | / | -6.3% | -2.5% | / | 4.2% | / | -0.4 | / | 4.0%
c1cncc(CNC2=NCCC2)c1 | -16.5% | -14.1% | 10.6% | -3.2% | -5.2% | -7.1% | -0.2 | 6.4% | 0.5%
O=c1[nH]c(O)c(C=Nc2ccc(Cl)c(C(F)(F)F)c2)c(=O)[nH]1 | -9.3% | 4.0% | 68.1%[activator] | -8.1% | -3.6% | ? | -0.8 | 5.9% | 49.5%[activator]

Compound profiles, from the list above. Order of screens: 12-LOX inh	ERG Ets-DNA blk	Pol iota inh	BLM helicase inh	POLK inh	Apoferritin bind	TRHR ag	POLB inh	APEX1 inh
Entry for COC(=O)C1=C(c2ccc(F)cc2F)C[C@@H]2CC[C@H]1N2C(=O)NC1CCCCC1 : /	-6.3%	-2.5%	/	4.2%	/	-0.4	/	4.0%
Entry for CCOP(=O)(Cc1ccccc1)OCC : 15.2%	-6.1%	-3.0%	/	-0.4%	/	-0.2	/	40.5%

Next structures.
SMILES | 12-LOX inh | ERG Ets-DNA blk | Pol iota inh | BLM helicase inh | POLK inh | Apoferritin bind | TRHR ag | POLB inh | APEX1 inh
Cc1cc(=O)oc2c(C)c(OCC(=O)N3CCC(C(=O)O)(c4ccccc4)CC3)ccc12 | 11.2% | 8.4% | 2.0% | -2.3% | 1.9% | -4.1% | 0.0 | -1.2% | -7.9%
NCC(CS(=O)(=O)O)c1ccc(Cl)cc1 (stereo unspecified) | 2.6% | / | / | / | 0.4%[19.4 µM] | -9.4% | / | / | 2.0%
CNc1cc(N2CCN(C)CC2)ccc1[N+](=O)[O-] | -6.6% | 4.3% | -16.3% | -5.6% | -11.4% | 4.0% | 0.8 | -18.0% | 0.1%
CC(=O)[C@@]1(O)CC[C@H]2[C@@H]3CC=C4C[C@@H](O)CC[C@]4(C)[C@H]3CC[C@@]21C | 3.0% | -8.0% | 30.2%[activator] | -2.3% | 6.4% | 2.4% | 0.0 | 4.8% | -6.4%
CC[N+](CC)(CCCNC1=CC(=O)C(NCCC[N+](CC)(CC)Cc2ccccc2)=CC1=O)Cc1ccccc1 | 6.9%&1.1% | / | / | 0.3% | 1.6%&-10.6%[19.4 µM] | -7.5% | / | / | 2.1%&9.5%
CN(C)C(=O)Oc1c(Cl)cc(Cl)c2ccccc12 | -0.1% | 11.4% | -8.3% | -4.5% | -5.3% | ? | 0.3 | 0.1% | 15.7%
C=CCC1(CC)C(=O)NC(=S)NC1=O | ? | 4.8% | 10.0% | / | -12.5% | / | / | / | /
O=c1c2ccccc2nc(/C=C/c2ccc([N+](=O)[O-])o2)n1-c1ccc(O)cc1 | -21.1% | 40.9%[activator] | ? | -8.4% | -25.9% | -9.3% | -0.1 | ? | 2.6%
O=[N+]([O-])c1ccc(C2[C@H]3C(c4ccccc4)=NC4(CCCC4)N23)cc1 (stereo partly specified) | ? | -1.2% | 4.2% | -3.0% | 6.0%[60.1 µM] | -13.6% | 0.1 | 45.7% | 0.3%
Cc1cccc(C)c1NC(=O)CN1CCCC1 | 5.1% | -3.5% | 66.1%[activator] | -3.4% | -12.6% | / | / | / | /
FC(F)(F)Oc1ccc(C2NCc3ccccc3-n3cccc32)cc1 (stereo unspecified) | ? | -7.5% | 9.3% | -10.5% | 1.6% | -9.9% | 0.3 | -0.6% | 29.9%
CN1CCN(C(=O)COc2ccc(-c3nc4ccccc4s3)cc2)CC1 | -35.0% | / | 19.0% | -8.7% | 0.2% | -16.9% | 4.7 | 42.1% | 12.2%
CC(=O)N1N=C2C3CCN(CC3)C2C1c1ccccc1 (stereo unspecified) | 25.5% | / | 4.6% | -0.5% | -1.4%[60.1 µM] | -14.1% | 0.4 | 35.9% | -1.2%
NP(N)(=O)NC(=O)c1ccc(F)cc1 | ? | / | / | 0.4% | -3.7%[19.4 µM] | / | / | / | -1.0%
Cc1nc2c(c(=O)[nH]1)C(c1ccccc1Cl)c1c(c3ccccc3oc1=O)O2 (stereo unspecified) | / | -0.7% | 19.9% | -2.7% | -5.9% | -3.2% | 0.2 | -6.8% | 0.9%
